SNCA expr inhib: SNCA gene expression inhibition. 140,000 compounds, 0.17% hits. HEK-293 SNCA-luciferase knock-in, luminescence, 24 h. AID 1671194. Potency, µM (doses to about 57.2 µM), without a hit: at the top dose activity change, negative = inhibition, usual class: inhibitors;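 note: potency is the fitted concentration of half-maximal effect; plate controls were DMSO cells for no effect and cell-free wells for full effect; nearly all actives have a fitted effect of over 45% in size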
SNCA viab count: reduces viability of HEK-293 SNCA reporter cells; HEK-293-SNCA-luc viability, GF-AFC fluorescence, 24 h; Potency, µM (series often up to 57.1 µM), without a hit: at the highest dose activity change, negative = cytotoxicity, usual class: cytotoxic; 150,000 compounds, 0.12% hits; AID 1671193;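 note: potency is the fitted concentration of half-maximal effect; 0% = DMSO-treated cells and -100% = medium-only wells without cells; nearly all actives have a fitted effect of over 30% in size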
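HEK-293-SNCA-luc cells (1500/well) plated 24 h, then exposed 24 h to a dilution series; GF-AFC added 30 min at 37C, fluorescence 405/540 nm; normalised to medium-only and DMSO wells, Hill fit.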
GPT2 inhibitor: inhibitors of human GPT2 alanine aminotransferase. Q8TD30. Recombinant GPT2, coupled pyruvate oxidase/HRP Amplex Red fluorescence. Potency, µM (highest dose often 57.7 µM), without a hit: at the highest dose activity change, negative = inhibition, usual class: inhibitors. 100,000 compounds, 0.25% hits; note: potency is the fitted concentration of half-maximal effect; nearly all actives have a fitted effect of over 60% in size; many of its hits are not listed in these tables
Target sequence (Q8TD30 whole entry, looked up): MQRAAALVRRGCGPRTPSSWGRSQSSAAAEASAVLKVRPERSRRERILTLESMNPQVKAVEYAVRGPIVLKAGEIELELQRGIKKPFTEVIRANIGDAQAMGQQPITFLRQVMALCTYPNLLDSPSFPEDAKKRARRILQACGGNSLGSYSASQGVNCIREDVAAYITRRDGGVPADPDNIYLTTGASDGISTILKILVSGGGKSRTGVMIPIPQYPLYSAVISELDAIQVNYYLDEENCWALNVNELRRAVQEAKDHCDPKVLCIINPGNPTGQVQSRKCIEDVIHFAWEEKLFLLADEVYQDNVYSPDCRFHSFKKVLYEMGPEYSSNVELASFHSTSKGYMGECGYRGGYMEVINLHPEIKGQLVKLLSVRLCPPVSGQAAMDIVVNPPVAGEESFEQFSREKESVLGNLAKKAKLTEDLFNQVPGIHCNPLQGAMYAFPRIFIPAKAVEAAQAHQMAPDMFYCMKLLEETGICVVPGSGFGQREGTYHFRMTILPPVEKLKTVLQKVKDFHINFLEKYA
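Fluorescence read-out: pyruvate from GPT2 turnover coupled to pyruvate oxidase, HRP and Amplex Red (0.2mM ThPP, 0.2U/mL PO and HRP, 50uM Amplex final). Substrates 250uM a-KG, 2mM L-alanine; enzyme 10ng/uL; 30 min RT.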
IP6K1 inhibitor: blocks human inositol hexakisphosphate kinase 1 | IP6K1 kinase, ADP-Glo luminescence, 2 h; active compounds read low | AID 1645851 | Q92551 | 140,000 compounds, 0.81% hits | activity change, % (series mostly up to about 58 µM); in the data active = activity change below about -25%
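ADP-Glo luminescence measures ADP made by human IP6K1 during a 2 h RT reaction with ATP/IP6 (mix at 1.3 mM/130 uM); top library doses 57.5 and 19.1 uM final.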
HEK293 tox: HEK 293 cell cytotoxicity; 94,000 compounds, 6.6% hits; Potency, µM (titrated, usually from 115 µM), for inactives: at the highest dose activity change, negative = cytotoxicity, actives largely listed as inhibitors; HEK 293 viability, ATP luminescence (CellTiter-Glo), 48-72 h; note: potency is the fitted concentration of half-maximal effect; nearly all actives have a fitted effect of over 60% in size
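HEK 293 seeded at 250 cells/well receive compound via pintool. After 48 or 72 hr at 37 degree Celsius, 5% CO2 and 95% humidity, CellTiter-Glo is dispensed and luminescence read following 10 min at room temperature.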
Luciferase inh: Photinus pyralis luciferase inhibition | P08659 | purified P. pyralis luciferase, luminescence, biochemical | Potency, µM (series often up to 115 µM), inactives show top-dose activity change, negative = inhibition, most hits filed as inhibitors | 76,000 compounds, 2.5% hits | AID 1347043; note: potency is the fitted concentration of half-maximal effect; nearly all actives have a fitted effect of over 65% in size
Target sequence (P08659 whole entry, looked up): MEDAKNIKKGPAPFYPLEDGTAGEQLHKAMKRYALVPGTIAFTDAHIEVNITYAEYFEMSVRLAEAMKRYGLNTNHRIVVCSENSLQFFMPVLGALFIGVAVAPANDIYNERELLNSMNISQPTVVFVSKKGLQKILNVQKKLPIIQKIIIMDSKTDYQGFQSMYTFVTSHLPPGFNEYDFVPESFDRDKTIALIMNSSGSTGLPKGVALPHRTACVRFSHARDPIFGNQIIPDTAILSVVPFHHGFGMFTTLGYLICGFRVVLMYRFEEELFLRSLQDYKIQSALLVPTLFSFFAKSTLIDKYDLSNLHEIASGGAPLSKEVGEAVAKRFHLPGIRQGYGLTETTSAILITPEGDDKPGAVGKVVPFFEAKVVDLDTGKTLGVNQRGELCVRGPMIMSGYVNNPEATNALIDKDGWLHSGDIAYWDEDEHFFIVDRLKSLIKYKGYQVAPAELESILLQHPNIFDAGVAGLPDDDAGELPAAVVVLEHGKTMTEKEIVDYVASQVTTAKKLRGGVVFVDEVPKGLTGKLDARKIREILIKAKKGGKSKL
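Purified P. pyralis luciferase (10nM final) in 50mM Tris acetate pH 7.5, 10mM Mg acetate, 0.01% Tween-20, 0.05% BSA with 10uM D-luciferin and 10uM ATP. Compounds titrated qHTS. Luminescence imaged on CCD.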
NIH3T3 tox: NIH 3T3 cell cytotoxicity; NIH 3T3 viability, CellTiter-Glo ATP luminescence, 48-72 h; Potency, µM (top dose mostly 96.7 µM), inactives show top-dose activity change, negative = cytotoxicity, hits mostly inhibitors; 94,000 compounds, 4.3% hits; AID 1345082; note: potency is the fitted concentration of half-maximal effect; nearly all actives have a fitted effect of over 55% in size
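Cytotoxicity is measured as loss of cellular ATP: NIH 3T3 cells (400/well) are exposed to compound for 48 or 72 hr at 37 °C, then CellTiter-Glo luminescence is imaged after 10 min at room temperature.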
* marks the source's active call; other numbers are inactive results; & = joins results of further samples; [ ] = another dose, or the depositor's remark. Unless noted, calls come from the whole dose curve; as a rule, active = well fitted curve in the direction sought with a large enough effect; inconclusive = small, poorly fitted or top-dose-only effect, or another doubt; inactive = no such curve, though single readings can be large; an effect the other way counts as inactive or inconclusive. Unless noted, % is set by controls: 0 for no effect and ±100 for the full control effect.

For CN(CCc1ccccn1)C(=O)CCC[C@@H]1[C@H]2CCCN3CCC[C@@H](CN1Cc1cccnc1)[C@@H]23 the results were SNCA expr inhib 1.6%, SNCA viab count 3.2%, GPT2 inhibitor inactive, IP6K1 inhibitor 6.5, HEK293 tox 2.9%, Luciferase inh -7.8% and NIH3T3 tox -5.6%.
O=C(NCCc1ccc(Cl)cc1)C1=NOC2CN(C(=O)C3CC3)CC12 (configuration not stated) was read as SNCA expr inhib -5.7%, SNCA viab count 4.8%, GPT2 inhibitor inactive, IP6K1 inhibitor 14.0, HEK293 tox -21.1% and NIH3T3 tox -0.6%.
CC(C)c1ccc(CNC(=O)[C@H]2CCC[C@H]2NC(=O)c2ccncc2)cc1 was read as SNCA expr inhib -12.2%, SNCA viab count -4.2%, GPT2 inhibitor inactive, IP6K1 inhibitor 26.9, HEK293 tox -6.0%, Luciferase inh -2.1% and NIH3T3 tox -15.8%.
`COc1ccccc1/C=C/c1nc(C#N)c(N2CCCCCC2)o1` gave SNCA expr inhib 83.4%[activator], SNCA viab count inconclusive and IP6K1 inhibitor -20.2.
`COc1ccccc1C(=O)N1CCC2(CC1)NC(=O)N(Cc1ccc(F)cc1)C2=O` gave SNCA expr inhib -2.9%, SNCA viab count 9.3%, GPT2 inhibitor inconclusive, IP6K1 inhibitor 13.7, HEK293 tox -27.4%, Luciferase inh -3.8% and NIH3T3 tox -10.6%.
`C=CCNC(=O)c1coc(COc2ccc3c(c2)C(c2ccc(C)cc2)N(C(=O)C2CC2)CC3)n1` (configuration not stated) gave SNCA expr inhib -11.7%, SNCA viab count -4.5%, GPT2 inhibitor -13.2%, IP6K1 inhibitor 25.3, HEK293 tox inconclusive, Luciferase inh -3.7% and NIH3T3 tox inconclusive.
CCOc1ccc(N(CC)C(=O)c2noc3c2COc2ccc(C)cc2-3)cc1 was read as SNCA expr inhib 3.2%, SNCA viab count 10.2% and IP6K1 inhibitor -16.0.
For CC(=O)c1ccc(N2CCN(S(=O)(=O)c3ccc4c(c3)CC(C)N4C(=O)C3CCC3)CC2)cc1 (configuration not stated) the results were SNCA expr inhib -1.9%, SNCA viab count -11.0% and IP6K1 inhibitor 31.3.
Cc1ccccc1N1CCN(C2CCCN(C/C=C/c3ccc(F)cc3)C2)CC1 (configuration not stated) was read as SNCA expr inhib 3.8%, SNCA viab count 1.6%, GPT2 inhibitor -7.2%, IP6K1 inhibitor -26.8*, HEK293 tox inconclusive, Luciferase inh 1.6% and NIH3T3 tox -4.7%.
`O=C(NCCc1ccc(Cl)cc1)c1nc(-c2ccc(Cl)nc2)c2cnccn12` gave SNCA expr inhib 133.9%[activator], SNCA viab count -1.8%, GPT2 inhibitor 0.8%, IP6K1 inhibitor -3.6, HEK293 tox -21.1% and NIH3T3 tox -29.4%.
For N#C/C(=C/c1ccc(O)cc1)c1nc(-c2ccc(-c3ccccc3)cc2)cs1 the results were SNCA expr inhib -2.1%, SNCA viab count -9.4% and IP6K1 inhibitor 4.5.
For O=C(NCCC1CCN(C(=O)Nc2cc(F)ccc2F)CC1)c1cccc(F)c1 the results were SNCA expr inhib 37.7%[activator], SNCA viab count -1.9%, GPT2 inhibitor inactive, IP6K1 inhibitor -2.8, HEK293 tox inconclusive, Luciferase inh -25.2% and NIH3T3 tox -9.7%.
CC(C)(Oc1ccc(Cl)cc1)C(=O)Nc1nc2ccc(S(C)(=O)=O)cc2s1 was read as SNCA expr inhib -2.7%, SNCA viab count 0.7% and IP6K1 inhibitor -22.5.
CNC(=O)[C@@H]1C[C@@H](n2cc(C(C)(C)NC(=O)CC3CCCC3)nn2)CN1 was read as SNCA expr inhib -25.8%, SNCA viab count -3.6%, GPT2 inhibitor -19.9%, IP6K1 inhibitor 5.8, HEK293 tox -0.4%, Luciferase inh -0.8% and NIH3T3 tox -4.2%.
Screening COc1ccccc1NC(=O)C1CCN(C(=O)c2sc3nc[nH]c(=O)c3c2C)CC1 returned SNCA expr inhib 11.8%, SNCA viab count 5.0% and IP6K1 inhibitor 1.0.
For CN(C)C[C@@H]1CN(c2ncccn2)C[C@H]1NC(=O)c1ccnn1C the results were SNCA expr inhib inconclusive, SNCA viab count -3.5%, GPT2 inhibitor inactive, IP6K1 inhibitor 6.8, HEK293 tox -0.7%, Luciferase inh -10.2% and NIH3T3 tox -9.0%.
For O=C(Nc1nc2c(s1)CCCCCC2)Nc1ccc(F)cc1F the results were SNCA expr inhib 128.6%[activator], SNCA viab count inconclusive and IP6K1 inhibitor 7.6.
`CCc1noc(-c2ccn3c(CNC(=O)c4cc(C)ccc4C)nnc3c2)n1` gave SNCA expr inhib 5.8%, SNCA viab count -10.6%, GPT2 inhibitor inactive, IP6K1 inhibitor -1.4, HEK293 tox -18.4%, Luciferase inh 5.9% and NIH3T3 tox -27.6%.
For CCOc1ccc(CNC(=O)c2ccc3[nH]c(C)c(C)c3c2)cc1OC the results were SNCA expr inhib 8.4%, SNCA viab count 3.2% and IP6K1 inhibitor -1.6.
Screening O=C(N[C@H]1CO[C@H]2[C@@H]1OC[C@@H]2n1cc(COc2ccccc2)nn1)c1ccc(C(F)(F)F)cc1 returned SNCA expr inhib 2.4%, SNCA viab count 6.8%, GPT2 inhibitor 4.1%, IP6K1 inhibitor -12.1, HEK293 tox inactive, Luciferase inh 14.0% and NIH3T3 tox -16.9%.
For Cc1ccc(OC2(C(=O)O)CCN(C(=O)C3CCOCC3)CC2)cc1 the results were SNCA expr inhib -13.8%, SNCA viab count 10.7%, GPT2 inhibitor -0.2%, IP6K1 inhibitor 12.1, HEK293 tox -6.6%, Luciferase inh -4.8% and NIH3T3 tox inactive.
Cc1ccc(Nc2c(-c3ccc(N4CCOCC4)cc3)nc3ncccn23)cc1 was read as SNCA expr inhib -0.8%, SNCA viab count 5.0% and IP6K1 inhibitor 10.3.
Screening CCCCN(CC)CCCNC(=O)CS(=O)(=O)Cc1nc(-c2ccc(C)cc2)oc1C returned SNCA expr inhib -29.9%, SNCA viab count -12.1% and IP6K1 inhibitor 4.9.
Screening O=C(Nc1ccc(F)cc1)c1nc2sccn2c1-c1cccnc1 returned SNCA expr inhib -2.1%, SNCA viab count -4.5%, GPT2 inhibitor -8.5%, IP6K1 inhibitor 2.5, HEK293 tox -2.9% and NIH3T3 tox -3.4%.
COCc1nc(C2CCCN(C(=O)Cc3ccc(OC)cc3)C2)no1 (configuration not stated) was read as SNCA expr inhib 51.7%[activator], SNCA viab count 3.6%[12.5 µM], GPT2 inhibitor inactive, IP6K1 inhibitor 29.5, HEK293 tox 0.0%, Luciferase inh 5.0% and NIH3T3 tox 3.3%.
Screening CN1CCC(N2C[C@@H]3C[C@H]2C(=O)Nc2ccccc2O3)CC1 returned SNCA expr inhib 4.0%[87.6 µM], SNCA viab count -0.3%[87.6 µM], GPT2 inhibitor inactive, IP6K1 inhibitor -17.2, HEK293 tox 1.0%[172 µM], Luciferase inh -0.9%[172 µM] and NIH3T3 tox inactive.
Screening COc1cccc(-c2cn(C3CCN(C(=O)c4ccc(Cl)cc4)CC3)c(=O)[nH]2)c1 returned SNCA expr inhib 5.6%, SNCA viab count -6.0%, GPT2 inhibitor -7.3%, IP6K1 inhibitor -8.6, HEK293 tox -23.2% and NIH3T3 tox -13.7%.
O=C(NCc1ccc2c(c1)OCO2)C1CCCN(Cc2cccc(-c3ccc(F)cc3F)c2)C1 (configuration not stated) was read as SNCA expr inhib 3.0%, SNCA viab count 5.1%, GPT2 inhibitor inactive, IP6K1 inhibitor -8.3, HEK293 tox inconclusive and NIH3T3 tox inconclusive.
For CCOC(=O)c1c(S(=O)(=O)NCC(=O)NCc2ccccc2Cl)c(C)n(C)c1C the results were SNCA expr inhib 10.8%, SNCA viab count -1.6% and IP6K1 inhibitor 51.0.
Screening O=C(c1ccc2nccn2c1)N1CCN(c2ncccn2)CC1 returned SNCA expr inhib -6.2%[87.6 µM], SNCA viab count 4.7%[87.6 µM], GPT2 inhibitor -3.5%[88.5 µM], IP6K1 inhibitor -7.4&4.5, HEK293 tox inactive, Luciferase inh 0.9%[172 µM] and NIH3T3 tox 0.6%[138 µM].
Cc1ccc(C(=O)N2C(C(=O)NC(C)C)COC23CCN(C(=O)c2cccc([N+](=O)[O-])c2)CC3)cc1 (configuration not stated) was read as SNCA expr inhib -6.8%, SNCA viab count 0.2%, GPT2 inhibitor -6.6%, IP6K1 inhibitor 13.2, HEK293 tox -27.1%, Luciferase inh 4.9% and NIH3T3 tox -12.2%.
COc1ccccc1C(=O)N1CCN(c2ccc3nnc(C4CC4)n3n2)CC1 was read as IP6K1 inhibitor 25.7, HEK293 tox -25.8% and NIH3T3 tox inconclusive.
`CCN(Cc1noc(C2CCC2)n1)C(=O)C1CCN(c2ccccc2)C1=O` (configuration not stated) gave SNCA expr inhib -1.7%, SNCA viab count 2.8%, GPT2 inhibitor inactive, IP6K1 inhibitor 6.9, HEK293 tox -23.1%, Luciferase inh -5.7% and NIH3T3 tox -16.2%.
CC(C)c1noc(-c2cn(C3CCN(C(=O)COc4ccccc4)CC3)nn2)n1 was read as SNCA expr inhib 0.0%, SNCA viab count 4.6%, GPT2 inhibitor inactive, IP6K1 inhibitor 0.0, HEK293 tox inconclusive, Luciferase inh 2.8% and NIH3T3 tox -18.7%.
Screening COc1ccc(-c2noc([C@@H]3Cc4nc[nH]c4CN3C(=O)c3cccs3)n2)cc1 returned SNCA expr inhib -4.3%[87.6 µM], SNCA viab count -25.4%[87.6 µM], GPT2 inhibitor 2.7%[88.5 µM], IP6K1 inhibitor -11.9, HEK293 tox inconclusive, Luciferase inh -17.2%[172 µM] and NIH3T3 tox inconclusive.
Screening O=C(NCCc1ccccn1)c1ccnc(-c2nnc3ccc(Nc4ccccc4)nn23)c1 returned SNCA expr inhib -11.0%[87.6 µM], SNCA viab count -5.4%[87.6 µM], GPT2 inhibitor -8.9%[88.5 µM], IP6K1 inhibitor -36.9*, HEK293 tox -25.9%[172 µM], Luciferase inh inconclusive and NIH3T3 tox inconclusive.
Screening CN(C)Cc1cccc(-c2cc3c(ccn3Cc3ccncc3)c(N3CCOCC3)n2)c1 returned SNCA expr inhib -5.0%[87.6 µM], SNCA viab count -16.1%[87.6 µM], GPT2 inhibitor inactive, IP6K1 inhibitor 1.2, HEK293 tox 89.1µM*, Luciferase inh -14.7%[172 µM] and NIH3T3 tox 39.8µM*.
`CCOc1ccc(-c2cc(NC(=O)c3ccccc3)c(C(=O)OC)s2)cc1` gave SNCA expr inhib -1.0%, SNCA viab count 0.4% and IP6K1 inhibitor 19.5.

Screening results as filed in PubChem.
